# Screens deposited in PubChem BioAssay by Sanford-Burnham Center for Chemical Genomics.
# Mdm2-MdmX inh – disrupts the human Mdm2-MdmX interaction. SaOS-2 split-luciferase Mdm2/MdmX complementation, luminescence. inhibition, % at 8 µM. hit rate 3% among 330,000;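 active = inhibition of at least 50% at 8 µM in the primary screen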
# APJ antag – APJ receptor antagonism | CHO-K1 APJ beta-arrestin complementation, luminescence | hit rate 0.32% among 330,000 | inhibition, % at 20 µM | P35414 | AID 2521;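 active = inhibition above about 40% at 20 µM, limit read from the data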;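 note: cells challenged with 10 nM apelin-13 agonist together with compound; plate controls were apelin-13 plus DMSO wells for no effect and DMSO wells lacking apelin-13 for full effect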
# Target sequence (P35414 whole entry, looked up): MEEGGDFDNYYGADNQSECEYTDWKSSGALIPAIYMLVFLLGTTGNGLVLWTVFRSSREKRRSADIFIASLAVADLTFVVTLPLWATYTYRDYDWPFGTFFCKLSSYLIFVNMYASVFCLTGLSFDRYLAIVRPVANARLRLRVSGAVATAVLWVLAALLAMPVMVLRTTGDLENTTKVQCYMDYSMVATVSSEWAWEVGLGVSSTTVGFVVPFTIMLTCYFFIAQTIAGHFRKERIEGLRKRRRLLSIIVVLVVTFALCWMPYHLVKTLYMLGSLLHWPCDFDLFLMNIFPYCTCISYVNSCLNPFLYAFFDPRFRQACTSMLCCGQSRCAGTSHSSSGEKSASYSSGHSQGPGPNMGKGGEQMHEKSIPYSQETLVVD
# TIM10 inh – growth inhibitors of TIM10 yeast strain; inhibition, % at 10 µM; hit rate 1.4% among 330,000; S. cerevisiae TIM10 strain growth, BacTiter-Glo luminescence, 24 h;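 active = inhibition of 40% or more at the single tested concentration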;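 note: wild-type TIM10 isogenic control strain grown at permissive 25 °C; 0% = DMSO yeast wells and 100% = minimal medium wells without yeast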
# UPR CHOP act – activators of apoptotic arm of unfolded protein response (CHOP); CHO-CHOP luciferase reporter, UPR activation, luminescence; percent of tunicamycin response over DMSO baseline; activation, % at 10 µM; hit rate 0.34% among 330,000;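 active = at 10 µM dose, activation of 40% or more, normalized to positive control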;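 note: 100% = tunicamycin at 10 µg/mL and 0% = DMSO alone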
#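 Test system: CHO-CHOP cells, stable luciferase reporter of PERK-eIF2a-CHOP signalling | Quantity: 500 CHO-CHOP cells per well | Buffer or medium: F12 plus 10% serum | Compound dosing: 10 µM single point, 0.5% DMSO | Schedule: 6 h compound treatment, 37 °C | Signal: Luciferase luminescence | Control set: Tunicamycin high control, DMSO low control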
# tim10-1 inh – growth inhibitors of tim10-1 mutant yeast; S. cerevisiae tim10-1 ts strain growth, BacTiter-Glo, 24 h; inhibition, % at 20 µM; hit rate 2.2% among 330,000; AID 463190;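 active = inhibition of at least 40%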;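 note: mutant grown at 25 °C; 0% = DMSO wells with yeast and 100% = wells holding no yeast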
# UPR XBP1 act – activators of adaptive arm of unfolded protein response (XBP1); hit rate 0.33% among 330,000; CHO-XBP1 luciferase reporter, IRE1-XBP1 UPR activation, luminescence; percent of tunicamycin response, DMSO as zero; activation, % at 20 µM;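 active = versus positive control, 20 µM dose yields 30% or more activation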;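 note: 100% = tunicamycin at 10 µg/mL and 0% = DMSO only wells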
#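 Material: IRE1-XBP1 luciferase reporter CHO line / Quantity: one thousand reporter cells per well / Buffer or medium: F12 with 10% serum / Compound: 20 µM single concentration, DMSO 1% / Times: 6 h treatment, 37 °C / Detection: Steady-Glo luciferase glow luminescence, 10 min after reagent addition / Benchmarks: tunicamycin high, DMSO low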
# tim23-1 inh – inhibits growth of tim23-1 mutant yeast; hit rate 1.3% among 330,000; inhibition, % at 20 µM; S. cerevisiae tim23-1 growth, BacTiter-Glo luminescence, 24 h;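 active = growth inhibition of the mutant yeast at or above 50%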;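 note: temperature-sensitive mutant grown at 25 °C; plate controls were DMSO-treated mutant yeast for no effect and medium wells lacking yeast for full effect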
# CXCR6 inh – inhibitors of human CXCR6 receptor. inhibition, % at 20 µM. hit rate 0.36% among 360,000. O00574. CHO-K1 PathHunter CXCR6 beta-arrestin, luminescence; in the data active = inhibition above about 34%, passing the limit was not always enough;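 note: antagonist mode with CXCL16 agonist at 10 nM final; 0% = 10 nM CXCL16 with DMSO and 100% = unstimulated wells without agonist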
# Target sequence (O00574 whole entry, looked up): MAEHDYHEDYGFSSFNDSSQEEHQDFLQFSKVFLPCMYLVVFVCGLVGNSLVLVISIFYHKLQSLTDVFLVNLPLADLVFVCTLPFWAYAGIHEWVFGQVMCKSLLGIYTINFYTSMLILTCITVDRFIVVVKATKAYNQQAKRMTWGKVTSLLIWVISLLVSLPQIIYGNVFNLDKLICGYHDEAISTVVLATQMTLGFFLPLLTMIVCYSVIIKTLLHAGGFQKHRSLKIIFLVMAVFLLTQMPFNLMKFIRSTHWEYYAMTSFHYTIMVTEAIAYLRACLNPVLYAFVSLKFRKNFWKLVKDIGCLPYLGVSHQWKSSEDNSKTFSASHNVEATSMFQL
# APJ agonist – APJ receptor agonism; activation, % at 20 µM; hit rate 0.11% among 330,000; AID 2520; P35414; CHO-K1 APJ PathHunter beta-arrestin, luminescence; 0% DMSO wells, 100% apelin;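 active = activation more than six SD over the plate average, tested at 20 µM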;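 note: 0% = DMSO alone and 100% = apelin-13 at 10 nM; some results filed as inactive read as strong as hits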
#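 Test system: CHO-K1 APJ beta-arrestin complementation cell line. Amount: cell density 1000 per well. Controls: DMSO negative, 10 nM Apelin-13 positive. Signal: luminescent beta-gal fragment complementation, chemiluminescent substrate. Read-out basis: agonist-driven arrestin binding to APJ. Timing: compound stimulation 90 min at 25 °C, detection 60 min.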
# * = called active by the depositor; . = not tested or not shown.
1) CC(=O)NC(=S)Nc1ccc([N+](=O)[O-])cc1C
2) COc1ccc([N+](=O)[O-])cc1NC(=O)COC(=O)c1ccccn1
3) COc1ccc(-c2c(N)n[nH]c2C)cc1OC
4) CCOC(=O)COc1ccc(S(=O)(=O)N2CCc3ccccc3C2)cc1
5) Nc1c(C(=O)NCc2ccc3c(c2)OCO3)c2nc3ccccc3nc2n1CCCN1CCOCC1
6) CCN(CC(=O)Nc1ccc2c(c1)OCCO2)C(=O)CCc1ccccc1Cl

entry no.	1	2	3	4	5	6
Mdm2-MdmX inh	-1	10	9	12	34	22
APJ antag	5	18	-8	12	9	18
TIM10 inh	0	18	6	11	4	12
UPR CHOP act	-0.3	2.1	0.3	-3.2	0.0	-1.2
tim10-1 inh	-1	12	16	32	44*	21
UPR XBP1 act	0	-2	-1	-2	0	0
tim23-1 inh	-1	-12	8	34	8	36
CXCR6 inh	22	1	-3	0	-11	-3
APJ agonist	-5	2	-2	-3	0	-4

7) Clc1cnc2nc(SC/C=C/c3ccccc3)[nH]c2c1
8) Cc1ccc(-n2cc(CN(C)Cc3ncc[nH]3)c(-c3cccc(C)c3)n2)cc1
9) CC(C)Cc1nc(SCC(=O)Nc2nnc(CC(C)C)s2)n[nH]1
10) CN(C)CCCN(C(=O)c1ccc(S(=O)(=O)N(C)C)cc1)c1nc2cc3c(cc2s1)OCO3
11) COc1ccc(OC)c(NC(=O)COC(=O)[C@H](Cc2ccccc2)NC(=O)c2ccco2)c1
12) COC(=O)c1ccc(NS(=O)(=O)c2ccc3c(c2)oc(=O)n3C)cc1

entry no.	7	8	9	10	11	12
Mdm2-MdmX inh	-5	9	2	4	7	-27
APJ antag	2	13	-14	-2	-4	-65
TIM10 inh	11	-18	4	25	-9	2
UPR CHOP act	3.0	-0.9	-0.1	0.5	0.0	-1.7
tim10-1 inh	-9	14	6	19	-17	22
UPR XBP1 act	1	4	-1	0	3	-3
tim23-1 inh	-5	11	15	7	20	19
CXCR6 inh	1	0	-9	-2	-14	1
APJ agonist	2	-2	-3	-4	-3	-4

13) COc1cc(OC)c(C(=O)NC2CC(C)(C)NC(C)(C)C2)cc1OC
14) CC/C(=C\C1CCCCC1)C(NP(=O)(c1ccccc1)c1ccccc1)c1ccccc1 (stereo not given)
15) COc1ccc(C(=O)NC(=O)COC(=O)c2ccc3ncsc3c2)cc1
16) Cc1ccc2cc(CCNC(=O)c3ccco3)c(=O)[nH]c2c1C
17) O=C(c1ccc2nccnc2c1)N1CCN(Cc2ccc3c(c2)OCO3)CC1
18) Cc1ccc(S(=O)(=O)c2ccc(Cl)cc2)cc1S(=O)(=O)NC(C)C(=O)O (stereo not given)

entry no.	13	14	15	16	17	18
Mdm2-MdmX inh	-19	55*	15	-161	30	19
APJ antag	12	21	-9	-74	-8	-12
TIM10 inh	13	7	-31	7	2	-19
UPR CHOP act	0.7	0.8	0.4	4.6	-1.4	0.8
tim10-1 inh	12	38	6	-34	-2	-5
UPR XBP1 act	-1	5	0	3	-3	-1
tim23-1 inh	6	9	-26	-4	15	5
CXCR6 inh	-2	44*	.	-6	-3	9
APJ agonist	2	-2	-3	0	-7	-4

19) COc1ccc(C(=O)NC(C(=O)NCC2(N3CCCCC3)CCCCC2)C(C)C)cc1 (stereo not given)
20) CCN(CC)CCN1C(=O)C(=O)/C(=C(/O)c2c(C)[nH]c(C(=O)OC)c2C)C1c1cccs1 (stereo not given)
21) COc1ccc(NC(=O)C2CCCO2)cc1OC (stereo not given)
22) CN(C(=O)COC(=O)CNC(=O)c1sc2ccccc2c1Cl)c1ccccc1
23) COC(=O)c1[nH]c2ccc(C)cc2c1NC(=O)Nc1ccccc1OC
24) NC(=O)C1CCN(C(=O)c2ccc3nc(-c4ccccc4)c(-c4ccccc4)nc3c2)CC1

entry no.	19	20	21	22	23	24
Mdm2-MdmX inh	-27	-22	1	-24	24	29
APJ antag	11	2	-12	-22	-3	-1
TIM10 inh	-1	3	-2	15	-20	13
UPR CHOP act	-0.5	0.4	1.8	-0.3	-2.6	1.1
tim10-1 inh	18	14	0	22	-14	8
UPR XBP1 act	-3	1	0	-1	-2	-2
tim23-1 inh	9	14	6	33	7	-5
CXCR6 inh	1	8	-7	6	-4	11
APJ agonist	-1	1	-1	-3	-3	0

25) Cc1cccc(C)c1N1C(=O)c2ccccc2C1=O
26) CN(C)c1ccc(CNC(=O)C2CCN(S(=O)(=O)c3ccc4c(c3)CCCC(=O)N4)CC2)cc1
27) O=C(CN1C(=O)C2CC=CCC2C1=O)NC1=NCCS1 (stereo not given)
28) CCCCC1(CC(=O)OCC)C(=O)N(c2ccccc2)N(c2ccccc2)C1=O
29) CC(=O)Nc1cc(C(F)(F)F)ccc1OCCOc1ccccc1
30) O=C(CSc1ccc2nnc(CCNC(=O)c3ccccc3)n2n1)NCCc1ccccc1

entry no.	25	26	27	28	29	30
Mdm2-MdmX inh	17	37	-3	13	7	24
APJ antag	11	22	1	2	5	10
TIM10 inh	-39	-11	-4	28	6	8
UPR CHOP act	-3.2	0.9	-0.3	0.9	-0.3	2.3
tim10-1 inh	-37	16	8	18	47*	3
UPR XBP1 act	-3	-8	-3	-1	0	-3
tim23-1 inh	-21	12	4	16	42	-8
CXCR6 inh	4	4	-4	-1	8	1
APJ agonist	-6	-2	2	0	-2	-3

# Single records, from the list above. Order of screens: Mdm2-MdmX inh | APJ antag | TIM10 inh | UPR CHOP act | tim10-1 inh | UPR XBP1 act | tim23-1 inh | CXCR6 inh | APJ agonist
# Listed for `O=C(CN1C(=O)C2CC=CCC2C1=O)NC1=NCCS1` (stereo not given) = -3 | 1 | -4 | -0.3 | 8 | -3 | 4 | -4 | 2
# Listed for `O=C(CSc1ccc2nnc(CCNC(=O)c3ccccc3)n2n1)NCCc1ccccc1` = 24 | 10 | 8 | 2.3 | 3 | -3 | -8 | 1 | -3
# Listed for `CN(C)c1ccc(CNC(=O)C2CCN(S(=O)(=O)c3ccc4c(c3)CCCC(=O)N4)CC2)cc1` = 37 | 22 | -11 | 0.9 | 16 | -8 | 12 | 4 | -2

# Next section
31) O=C(O)c1ccc(Nc2nc(-c3ccccc3)c3ccccc3n2)cc1
32) NS(=O)(=O)c1ccc(N/N=C/C=C/c2ccccc2[N+](=O)[O-])cc1
33) O=C(O)CCC(=O)OCCc1cc2ccccc2c(=O)o1
34) COc1ccccc1OC(C)C(=O)O (stereo not given)
35) O=C(O)c1c2c(nc3ccc(S(=O)(=O)N4CCC(C(=O)NC5CCCC5)CC4)cc13)CCCCC2
36) CCN(C(=O)Cc1c(C(=O)O)n(C)c2ccccc12)c1cccc(C)c1

entry no.	31	32	33	34	35	36
Mdm2-MdmX inh	28	-34	0	-19	12	-19
APJ antag	3	-7	-3	-15	24	20
TIM10 inh	-28	5	0	-18	5	19
UPR CHOP act	0.3	2.0	0.3	0.1	-0.7	-0.4
tim10-1 inh	-61	-3	1	10	-5	19
UPR XBP1 act	1	2	-3	-3	4	-1
tim23-1 inh	17	5	0	9	-7	31
CXCR6 inh	-4	-4	-5	0	-5	-6
APJ agonist	-5	1	-5	-4	-2	-5

37) O=C(CCCN1C(=O)/C(=C/c2ccccc2)SC1=S)Nc1ccc(C(=O)O)c(O)c1
38) CC(CCc1ccccc1)NC(=O)C(C)OC(=O)c1ccco1 (stereo not given)
39) Cc1cc(C)c(C(N)=O)c(SCC(=O)c2cc(C)n(-c3cc(C)on3)c2C)n1
40) O=c1c2ccccc2[nH]c(=S)n1Cc1cccs1
41) Cc1cc(C)c2c(CN3CCC(C)CC3)cc(=O)oc2c1C
42) COc1cc2c(cc1OC)C1CC(=O)C(CC(C)C)CN1CC2 (stereo not given)

entry no.	37	38	39	40	41	42
Mdm2-MdmX inh	19	26	16	15	-1	-19
APJ antag	20	19	-3	2	9	23
TIM10 inh	-6	7	-5	8	-3	6
UPR CHOP act	1.6	1.0	2.2	-0.2	2.0	0.8
tim10-1 inh	7	12	15	7	29	1
UPR XBP1 act	-3	0	1	-1	-1	-3
tim23-1 inh	-1	18	3	-14	43	14
CXCR6 inh	-5	3	-3	-2	11	-4
APJ agonist	0	4	4	-3	-4	2

# Overlap with the part before: 4 compounds, then new ones.
39) Cc1cc(C)c(C(N)=O)c(SCC(=O)c2cc(C)n(-c3cc(C)on3)c2C)n1
40) O=c1c2ccccc2[nH]c(=S)n1Cc1cccs1
41) Cc1cc(C)c2c(CN3CCC(C)CC3)cc(=O)oc2c1C
42) COc1cc2c(cc1OC)C1CC(=O)C(CC(C)C)CN1CC2 (stereo not given)
43) COc1ccc(C(CNC(=O)c2oc3c(Cl)cccc3c2C)N2CCCC2)cc1 (stereo not given)
44) CNS(=O)(=O)c1ccc2ccccc2c1
45) O=C(NCC(=O)N1CCN(C(=O)c2ccco2)CC1)c1ccc(Br)cc1
46) CC1CCC(C(C)C)C(OC(=O)C[n+]2cccc(C(N)=O)c2)C1 (stereo not given)
47) CCN1CCN(c2ccc(S(=O)(=O)N3CCOCC3)cc2NC(=O)c2ccc(F)cc2Cl)CC1
48) CC(N=Cc1cc([N+](=O)[O-])ccc1O)c1ccccc1 (stereo not given)

entry no.	39	40	41	42	43	44	45	46	47	48
Mdm2-MdmX inh	16	15	-1	-19	17	-17	1	12	5	-8
APJ antag	-3	2	9	23	1	-10	-30	3	16	6
TIM10 inh	-5	8	-3	6	10	2	-12	13	-3	8
UPR CHOP act	2.2	-0.2	2.0	0.8	-0.4	-1.2	2.2	5.0	-0.8	-1.0
tim10-1 inh	15	7	29	1	3	13	-41	6	-9	26
UPR XBP1 act	1	-1	-1	-3	-2	1	-4	-3	1	-4
tim23-1 inh	3	-14	43	14	10	17	-23	0	-1	22
CXCR6 inh	-3	-2	11	-4	-10	-4	-5	4	-1	10
APJ agonist	4	-3	-4	2	3	-6	5	-5	0	-3

49) Cc1ccc(S(=O)(=O)N[C@@H](CC(C)C)C(=O)NCc2ccco2)cc1
50) CN(C)c1ccc(N2C(=NC(=O)CC3CCCCC3)SC3CS(=O)(=O)CC32)cc1 (stereo not given)
51) CCN(C(=O)Cn1c([N+](=O)[O-])cnc1C)c1ccccc1
52) CCc1nnc(NC(=O)CSc2ccc(-c3ccc(-n4cccn4)cc3)nn2)s1
53) CC(C)(Oc1ccc(Cl)cc1)C(=O)Nc1ccc2oc(=O)ccc2c1
54) O=C(NCCCN1CCOCC1)c1ccc([N+](=O)[O-])cc1[N+](=O)[O-]

entry no.	49	50	51	52	53	54
Mdm2-MdmX inh	25	24	6	-48	0	-12
APJ antag	-9	21	14	-11	-18	-52
TIM10 inh	8	-5	-6	-2	-38	-5
UPR CHOP act	-0.6	0.4	1.0	1.6	0.9	1.3
tim10-1 inh	9	-1	5	-3	-12	-9
UPR XBP1 act	-3	-2	-4	3	-3	0
tim23-1 inh	4	-8	11	-5	19	4
CXCR6 inh	-7	-2	-1	3	-9	-10
APJ agonist	-7	4	-4	-1	-6	2

# An excerpt. The share of hits here may be higher or lower than overall.
